Compound activity: PubChem BioAssay, Broad Institute
ERAP1 HTS inh: inhibitors of human ERAP1 aminopeptidase. Q9NZ08. recombinant ERAP1, Leu-AMC fluorescence, 60 min. inhibition, % at 10.7 µM. 340,000 compounds, 0.15% hits. AID 652197;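 active = mean replicate inhibition of at least 30%, or all replicates individually reaching that 30% level; inactive = mean below 30% and not every replicate reaching it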;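 note: 0% = neutral control wells and 100% = L-leucinethiol positive control wells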
Target sequence (Q9NZ08 whole entry, looked up): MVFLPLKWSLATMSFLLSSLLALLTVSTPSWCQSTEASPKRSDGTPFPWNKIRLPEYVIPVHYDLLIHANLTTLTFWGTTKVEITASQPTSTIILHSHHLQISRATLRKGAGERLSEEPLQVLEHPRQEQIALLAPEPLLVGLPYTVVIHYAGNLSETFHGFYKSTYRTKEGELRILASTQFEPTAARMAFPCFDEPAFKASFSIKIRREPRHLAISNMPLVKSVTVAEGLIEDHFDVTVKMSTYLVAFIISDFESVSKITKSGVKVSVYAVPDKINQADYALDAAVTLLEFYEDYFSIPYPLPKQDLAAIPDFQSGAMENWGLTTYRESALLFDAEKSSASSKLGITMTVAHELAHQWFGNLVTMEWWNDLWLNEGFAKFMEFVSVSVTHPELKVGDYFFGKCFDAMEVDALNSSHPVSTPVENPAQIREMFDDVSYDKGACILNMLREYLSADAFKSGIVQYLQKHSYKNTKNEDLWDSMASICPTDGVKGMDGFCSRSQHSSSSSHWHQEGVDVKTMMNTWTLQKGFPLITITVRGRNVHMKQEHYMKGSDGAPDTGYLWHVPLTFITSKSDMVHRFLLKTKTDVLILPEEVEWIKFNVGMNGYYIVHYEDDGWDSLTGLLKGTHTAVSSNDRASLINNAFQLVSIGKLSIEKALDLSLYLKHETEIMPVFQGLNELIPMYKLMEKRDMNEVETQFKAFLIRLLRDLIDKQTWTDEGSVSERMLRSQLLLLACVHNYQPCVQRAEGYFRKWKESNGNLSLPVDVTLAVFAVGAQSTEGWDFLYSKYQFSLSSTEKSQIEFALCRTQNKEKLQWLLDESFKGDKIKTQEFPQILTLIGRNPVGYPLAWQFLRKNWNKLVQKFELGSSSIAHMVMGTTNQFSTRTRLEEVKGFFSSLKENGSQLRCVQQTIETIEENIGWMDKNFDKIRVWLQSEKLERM
EWS-Fli block: inhibitors of EWS/Fli oncoprotein transcriptional activity. A673 NR0B1-luciferase reporter, viability-normalised. inhibition, % at 12.6 µM. 350,000 compounds, 0.67% hits. AID 651661;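 active = mean inhibition of at least 50% after viability correction, with every replicate also passing that limit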;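 note: firefly luciferase signal divided by Alamar Blue viability fluorescence both relative to DMSO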
S100A4 MyoIIA: inhibitors of human S100A4 binding to myosin IIA peptide | P26447 | S100A4/TAMRA-MyoIIA peptide fluorescence polarization | inhibition, % at 10.7 µM | 360,000 compounds, 0.14% hits;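 active = mean inhibition of at least 70% across replicates, with every replicate also reaching that level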
Target sequence (P26447 whole entry, looked up): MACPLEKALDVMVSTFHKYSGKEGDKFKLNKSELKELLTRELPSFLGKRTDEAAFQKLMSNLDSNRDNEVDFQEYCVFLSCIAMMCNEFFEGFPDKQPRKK
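incubation = readout 5 min after mixing, signal stable up to 60 min | system = S100A4 monomer protein | buffer or medium = HEPES pH 7.2 with CaCl2, KCl, NaCl, DTT, Triton | benchmarks = neutral control DMSO, positive control TFP | also added = fluorescent myosin IIA peptide, 5 nM | compound dosing = one concentration per compound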
PglD inh: PglD (C. jejuni) enzyme inhibition; purified PglD enzyme, DTNB colorimetric CoA detection; inhibition, % at 12.5 µM; 360,000 compounds, 0.098% hits; AID 602405; in the data active = inhibition above about 16%, passing the limit was not always enough; note: strong numbers were not always called active
FN deposit inh: fibronectin deposition inhibition | inhibition, % at 12.6 µM | AID 743247 | AH1F fibroblasts, Alexa488-fibronectin deposition fluorescence, overnight | 350,000 compounds, 0.086% hits;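 active = mean inhibition across replicates of 30% or more, regardless of how many single replicates reach that level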;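 note: positive control wells lacked labelled fibronectin entirely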
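test system = AH1F fibroblasts assembling fluorescent fibronectin matrix | quantity = 10000 AH1F cells per well | buffer or medium = DMEM plus 2% serum, read in PBS | doses = single dose, pinned | incubation = 1 h cell attachment, overnight exposure to compound and label | detection = fluorescence at 485 nm excitation, 525 nm emission | read-out basis = inhibition from reduced deposited-fibronectin fluorescence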
PAX8 inh HTS: PAX8 transcriptional activity inhibition; RMG-I TPO-luciferase reporter, SteadyGlo, 24 h; inhibition, % at 12.6 µM; 360,000 compounds, 1.2% hits; AID 652154;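 active = mean replicate inhibition at least 60% with every replicate also reaching 60%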;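 note: luciferase light reporting Pax8 driven TPO promoter activity; plate controls were median of neutral control wells for no effect and mitoxantrone controls for full effect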
LGR2 antag: inhibitors of bursicon-induced Drosophila LGR2 receptor cAMP signaling; 380,000 compounds, 0.35% hits; inhibition, % at 9.99 µM; HEK293 LGR2, CRE-luciferase, bursicon-stimulated, 4 h;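 active = drop in luminescence signal, shown as inhibition above about 50% in the replicate tests, limit read from the data, passing the limit was not always enough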;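 note: agonist challenge used bursicon conditioned medium at about half maximal strength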
PGC1a acetyl inh: PGC1a acetylation modulation, inhibitor mode; 350,000 compounds, 0.17% hits; inhibition, % at 15.6 µM; U2OS PGC1a acetylation, AlphaScreen anti-acetyl-lysine; with virally co-expressed GCN5 acetyltransferase;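 active = every replicate shows inhibition of at least 40%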;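 note: 0% = neutral control wells and 100% = positive control wells; some results beyond the cut were filed as inactive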
* marks the source's active call; other numbers are inactive results.

CCCS(=O)(=O)NC(=O)C1(C)CCCN(C(=O)c2cc(C)on2)C1 (stereo unspecified) was read as ERAP1 HTS inh -1, EWS-Fli block -3, S100A4 MyoIIA -5, PglD inh 12, FN deposit inh -2, PAX8 inh HTS -11, LGR2 antag -9 and PGC1a acetyl inh -12.
For CCCN(C)C[C@H]1Oc2cc(C#Cc3ccccc3F)ccc2S(=O)(=O)N([C@@H](C)CO)C[C@H]1C the results were ERAP1 HTS inh 2, EWS-Fli block 14, S100A4 MyoIIA -3, PglD inh 5, FN deposit inh 9, LGR2 antag -15 and PGC1a acetyl inh -15.
Cc1cc(Br)ccc1NC(=O)CNC(=O)c1ccc(-n2cncn2)c([N+](=O)[O-])c1 was read as ERAP1 HTS inh 0, EWS-Fli block 0, S100A4 MyoIIA -7, PglD inh 1, FN deposit inh 6, PAX8 inh HTS 10, LGR2 antag 29 and PGC1a acetyl inh 39.
For O=C1c2cccnc2C(=O)N1Cc1cccs1 the results were ERAP1 HTS inh 1, EWS-Fli block -16, S100A4 MyoIIA -3, PglD inh 0, FN deposit inh 6, PAX8 inh HTS 21, LGR2 antag -14 and PGC1a acetyl inh -9.
`CC(C)CC#Cc1ccc2c(c1)O[C@H](CN(C)C(=O)c1cccc(F)c1)[C@H](C)CN([C@@H](C)CO)S2(=O)=O` gave ERAP1 HTS inh -3, EWS-Fli block 18, S100A4 MyoIIA 1, PglD inh 2, FN deposit inh -1, LGR2 antag -3 and PGC1a acetyl inh 12.
For COc1cc(CC(=O)OCC(=O)c2ccc(F)cc2)cc(OC)c1OC the results were ERAP1 HTS inh 0, EWS-Fli block -6, S100A4 MyoIIA 3, PglD inh -1, FN deposit inh 6, PAX8 inh HTS 17, LGR2 antag 2 and PGC1a acetyl inh 3.
`C[C@@H]1CN([C@@H](C)CO)C(=O)Cc2cc(NC(=O)Nc3ccc(F)cc3)ccc2O[C@@H]1CN(C)Cc1ccncc1` gave ERAP1 HTS inh 0, EWS-Fli block 7, S100A4 MyoIIA -5, PglD inh 5, PAX8 inh HTS 23 and PGC1a acetyl inh 6.
CN(C)S(=O)(=O)c1ccc(NC(=O)Cn2ccsc2=N)cc1 was read as ERAP1 HTS inh -3, EWS-Fli block -8, S100A4 MyoIIA 6, PglD inh 0, FN deposit inh -5, PAX8 inh HTS 18, LGR2 antag 4 and PGC1a acetyl inh 3.
For C[C@@H]1CN([C@@H](C)CO)C(=O)c2cc(C3=CCCC3)cnc2O[C@@H]1CN(C)Cc1ccccn1 the results were ERAP1 HTS inh -1, EWS-Fli block -9, S100A4 MyoIIA -12, PglD inh 1, PAX8 inh HTS 5, LGR2 antag -4 and PGC1a acetyl inh 1.
O=[N+]([O-])c1ccc(N2CCOCC2)cc1 was read as ERAP1 HTS inh 0, EWS-Fli block -9, S100A4 MyoIIA -8, PglD inh -3, FN deposit inh -6, PAX8 inh HTS -12, LGR2 antag 0 and PGC1a acetyl inh -1.
CN(c1ccccc1)S(=O)(=O)c1ccc2[nH]c(=O)[nH]c2c1 was read as ERAP1 HTS inh 0, EWS-Fli block 20, S100A4 MyoIIA -5, PglD inh -3, FN deposit inh -3, PAX8 inh HTS 23, LGR2 antag 12 and PGC1a acetyl inh 7.
For C=CC[C@@H](CC(=O)N[C@@H](CO)Cc1ccccc1)C(=O)NCCOC(=O)[C@@H](CC=C)CC(=O)OC(C)(C)C the results were ERAP1 HTS inh -1, EWS-Fli block -1, S100A4 MyoIIA 1, PglD inh 1, FN deposit inh 9 and PAX8 inh HTS -13.
For COc1ccccc1CN(C)C(=O)c1cccc(S(=O)(=O)N2CCN(Cc3ccccc3)CC2)c1 the results were ERAP1 HTS inh -4, EWS-Fli block 3, S100A4 MyoIIA 1, PglD inh -2, PAX8 inh HTS 13 and LGR2 antag -11.
Screening CN(C)C(CN=C1NS(=O)(=O)c2ccccc21)c1ccco1 (stereo unspecified) returned ERAP1 HTS inh -1, EWS-Fli block -3, S100A4 MyoIIA -3, FN deposit inh 2, PAX8 inh HTS 18, LGR2 antag 2 and PGC1a acetyl inh 8.
Screening NC(=O)CSc1nnc(NC(=O)C2CC(=O)N(c3ccc(F)cc3)C2)s1 (stereo unspecified) returned ERAP1 HTS inh 5, EWS-Fli block 5, S100A4 MyoIIA 0, PglD inh 5, FN deposit inh 18, PAX8 inh HTS -1, LGR2 antag -9 and PGC1a acetyl inh 6.
CS(=O)(=O)Nc1nnc(SCC(=O)N(c2ccccc2)c2ccccc2)s1 was read as ERAP1 HTS inh 6, EWS-Fli block -3, S100A4 MyoIIA 2, PglD inh 4, FN deposit inh 0 and PAX8 inh HTS -3.
Screening COCC#Cc1ccc2c(c1)O[C@H](CN(C)C(=O)C1CCCCC1)[C@H](C)CN([C@H](C)CO)S2(=O)=O returned ERAP1 HTS inh 1, EWS-Fli block 4, S100A4 MyoIIA -5, PglD inh 0, PAX8 inh HTS 1, LGR2 antag -2 and PGC1a acetyl inh -12.
COc1ccc(CC(=O)NCC(=O)N=Nc2c(O)[nH]c3ccccc23)cc1 was read as ERAP1 HTS inh -2, S100A4 MyoIIA 3, PglD inh 4, FN deposit inh 7, PAX8 inh HTS -16, LGR2 antag 6 and PGC1a acetyl inh 0.
Screening O=C(/C=C/c1cccc(F)c1)NCc1ccc2c(c1)OCO2 returned ERAP1 HTS inh 3, EWS-Fli block -10, S100A4 MyoIIA -3, PglD inh 0, FN deposit inh -2, PAX8 inh HTS -20, LGR2 antag 9 and PGC1a acetyl inh -21.
`CN(C)C(=O)c1cccc(-c2ccc3nncn3c2)c1` gave ERAP1 HTS inh 2, EWS-Fli block -5, S100A4 MyoIIA -2, PglD inh -4, FN deposit inh 3, PAX8 inh HTS -2 and LGR2 antag 1.
Cc1ccc(-c2nc3ccccc3o2)cc1NC(=S)NC(=O)c1cc2ccccc2o1 was read as ERAP1 HTS inh -3, EWS-Fli block -22, S100A4 MyoIIA 3, FN deposit inh -2, PAX8 inh HTS -133 and LGR2 antag -91.
CCN(c1cccc(C)c1)S(=O)(=O)c1ccc2c3c(cccc13)C(=O)N2 was read as PglD inh -4, FN deposit inh 0, PAX8 inh HTS 8 and PGC1a acetyl inh -7.
`C[C@H]1CN([C@@H](C)CO)C(=O)c2cc(NC(=O)NC3CCCCC3)ccc2O[C@@H]1CN(C)Cc1ccc2c(c1)OCO2` gave ERAP1 HTS inh 1, EWS-Fli block 9, S100A4 MyoIIA -16, PglD inh 2, PAX8 inh HTS -4, LGR2 antag -11 and PGC1a acetyl inh 2.
For CNC(=O)c1ccc(CN(C)C(=O)c2cccc(S(=O)(=O)N3CCc4ccccc4C3)c2)cc1 the results were ERAP1 HTS inh -1, EWS-Fli block 3, S100A4 MyoIIA 6, PglD inh -4, FN deposit inh 10, PAX8 inh HTS -8, LGR2 antag -4 and PGC1a acetyl inh 0.
Screening COc1cccc(NC(=O)C2CC(=O)N(Cc3ccco3)C2)c1 (stereo unspecified) returned ERAP1 HTS inh 0, EWS-Fli block 4, S100A4 MyoIIA -4, PglD inh 3, FN deposit inh -4, PAX8 inh HTS 5, LGR2 antag 2 and PGC1a acetyl inh 4.
CN(c1ccccc1)S(=O)(=O)c1nnc(NC(=O)c2ccco2)s1 was read as ERAP1 HTS inh 3, EWS-Fli block 7, S100A4 MyoIIA -8, PglD inh -1, FN deposit inh 14, PAX8 inh HTS -14, LGR2 antag 0 and PGC1a acetyl inh 10.
C[C@@H]1CN([C@H](C)CO)C(=O)c2cccc(NC(=O)C3CCCCC3)c2O[C@@H]1CN(C)S(=O)(=O)c1ccccc1 was read as ERAP1 HTS inh 2, EWS-Fli block -29, S100A4 MyoIIA 0, PglD inh 13, PAX8 inh HTS -12, LGR2 antag -15 and PGC1a acetyl inh 10.
For Cc1noc(C)c1NC(=O)Nc1ccc2c(c1)C(=O)N([C@@H](C)CO)C[C@H](C)[C@H](CN(C)Cc1ccc3c(c1)OCO3)OCCCC[C@@H](C)O2 the results were EWS-Fli block -1, PglD inh -2, FN deposit inh -7, PAX8 inh HTS 19, LGR2 antag 17 and PGC1a acetyl inh 2.
Screening Cc1ccc(NC(=O)C2CCC(C(C)(C)C)CC2)cc1S(=O)(=O)N1CCOCC1 (stereo unspecified) returned ERAP1 HTS inh 1, EWS-Fli block 4, S100A4 MyoIIA 0, FN deposit inh -11, PAX8 inh HTS 15, LGR2 antag 9 and PGC1a acetyl inh 1.
C=CCc1ccc(OCC(O)CN2CCN(c3ccccc3OC)CC2)c(OC)c1 (stereo unspecified) was read as ERAP1 HTS inh -1, EWS-Fli block -1, S100A4 MyoIIA -6, PglD inh -2, FN deposit inh -11, PAX8 inh HTS 22, LGR2 antag -4 and PGC1a acetyl inh -6.
C[C@@H](NC(=O)C[C@@H]1C=C[C@H](NC(=O)C2CCOCC2)[C@H](CO)O1)c1ccccc1 was read as ERAP1 HTS inh 2, EWS-Fli block 5, S100A4 MyoIIA 4, PglD inh 0, PAX8 inh HTS 20, LGR2 antag -12 and PGC1a acetyl inh 0.
Screening CC(CCN1CCC(CN2C(=O)C(=O)NC[C@@H]2Cc2ccccc2)CC1)c1ccccc1 (stereo partly specified) returned ERAP1 HTS inh -3, EWS-Fli block 1, S100A4 MyoIIA 0, PglD inh 3, FN deposit inh -3, PAX8 inh HTS 11, LGR2 antag -10 and PGC1a acetyl inh 13.
For Fc1cccc(CN2C[C@@H]3N[C@H](C2)[C@@H]3c2ccc(-c3cccc(F)c3)cc2)c1 the results were ERAP1 HTS inh -2, EWS-Fli block -1, S100A4 MyoIIA 49, FN deposit inh 2, PAX8 inh HTS 94*, LGR2 antag 17 and PGC1a acetyl inh 99*.
`CCCN(CCC)CCCNC(=O)c1cc2c(=O)[nH]c3ccccc3c2n1C` gave ERAP1 HTS inh 3, EWS-Fli block -3, S100A4 MyoIIA 4, FN deposit inh 2, PAX8 inh HTS -10 and LGR2 antag -9.
Screening COc1ccc2c(C)cc(SCC(=O)Nc3cccnc3Cl)nc2c1 returned ERAP1 HTS inh -1, EWS-Fli block 8, S100A4 MyoIIA -2, FN deposit inh -15, PAX8 inh HTS 30 and LGR2 antag 0.
Screening COc1cc(/C=C2\C(=O)N(c3cccc(C(=O)O)c3)N=C2C)ccc1OCc1ccccc1 returned ERAP1 HTS inh 8, EWS-Fli block -88, S100A4 MyoIIA -1, PglD inh -3, FN deposit inh -9, PAX8 inh HTS -103 and PGC1a acetyl inh 12.
For C=C1[C@@H](OC(C)=O)CC[C@]2(C)[C@@H]1C[C@@H]1C[C@H](OC(C)=O)C(C)=C([C@@H](OC(C)=O)[C@@H]2OC(C)=O)C1(C)C the results were ERAP1 HTS inh 12, EWS-Fli block 0, S100A4 MyoIIA 4, PglD inh 5, FN deposit inh 1, PAX8 inh HTS -27 and PGC1a acetyl inh 7.
CCN(CC)S(=O)(=O)c1ccc(O)c(C(=O)OCC(=O)Nc2cc(C)c(C)cc2[N+](=O)[O-])c1 was read as ERAP1 HTS inh 3, EWS-Fli block 2, S100A4 MyoIIA -4, FN deposit inh 3, PAX8 inh HTS 0, LGR2 antag 10 and PGC1a acetyl inh -6.
CCOC(=O)C1CCCN(c2c(Nc3ccc(C)c(C)c3)c(=O)c2=O)C1 (stereo unspecified) was read as ERAP1 HTS inh 7, EWS-Fli block 3, S100A4 MyoIIA 3, PglD inh 5, FN deposit inh 4, PAX8 inh HTS 8, LGR2 antag -1 and PGC1a acetyl inh 0.

An unsorted share of the library; about 2.1% have a hit in one of these screens.
